Screens as filed in PubChem BioAssay.
hcDAF12 agonist: H. contortus DAF-12 activation, primary screen; HEK293 hcDAF-12 lit1-tk-luc reporter, luminescence; 0% DMSO, 100% Δ7-dafachronic acid; AID 652067; activation, % at 6.8 µM; actives 1.4% (n = 370,000);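 active = activation above the mean of all tested compounds plus 3 SD, cut at about 5.5% in these data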;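 also: 100% = response to 3 µM Δ7-dafachronic acid high control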
SMARCA2 act: increases SMARCA2 function in MMTV reporter cells. MG213 cells, MMTV-luciferase reporter, dexamethasone, overnight. activation, % at 9.1 µM. actives 1% (n = 370,000). AID 652017; in the data active = activation above about 7.8%;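 also: 0% = vehicle wells and 100% = reference activator wells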
DAX1 inh-1: blocks DAX1 repression of SF-1 activated StAR promoter; HEK293T StAR-luciferase reporter, SF-1/DAX-1 repression relief; inhibition, % at 6.8 µM; actives 1.1% (n = 370,000); AID 652010;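 active = inhibition above the mean over all tested compounds plus 3 SD, cut at about 3.6% in these data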;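 also: 0% = DAX-1 cells with DMSO and 100% = cells lacking DAX-1 with DMSO; higher inhibition means more luminescence from relief of DAX-1 repression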
GC-B act: GC-B (human) receptor activation | P20594 | HEK293-GC-B cells, CNP EC30, cGMP TR-FRET; 0% at EC30 CNP, 100% saturating CNP | activation, % at 10 µM | actives 0.11% (n = 370,000);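 active = activation at 10 µM reaching about 35% in either raw or pattern-adjusted values, limit read from the data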
GC-A act: GC-A (human) enzyme activation; HEK293 GC-A cells, cGMP TR-FRET, EC30 ANP; 0% at EC30 ANP, 100% saturating ANP; actives 0.14% (n = 370,000); AID 1671463; activation, % at 10 µM; P16066; in the data active = activation above about 40%
HGIII-sPLA2 inh: Inhibits HGIII-sPLA2 liposome hydrolysis, primary screen; Q9NZ20; QFRET BODIPY PC-A2 liposome hydrolysis, fluorescence; inhibition, % at 12.2 µM; actives 0.56% (n = 370,000); AID 743126;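 active = inhibition above mean plus 3 SD of compounds lying within the high and low control bounds, cut at about 19% in these data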;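 also: 0% = median of test compound wells and 100% = no enzyme DMSO wells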
hgDAF-12 ag: hgDAF-12 agonism, primary luciferase screen; HEK293 GAL4-hgDAF12 UAS-luciferase reporter, agonist luminescence; normalized to butyrate control; activation, % at 6.8 µM; actives 1.8% (n = 370,000); AID 687014;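 active = activation above a cutoff set at the mean of all screened compounds plus 3 SD, cut at about 10% in these data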;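 also: 0% = DMSO wells and 100% = sodium butyrate wells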
proKLK7 act: activates the human kallikrein-7 zymogen | purified proKLK7, EDANS-DABCYL substrate fluorescence; 100% is mature enzyme control, 0% vehicle | activation, % at 7 µM | actives 0.9% (n = 370,000) | AID 652039;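 active = activation above the mean of all tested compounds plus 3 SD, computed per campaign excluding outliers beyond control limits, cut at about 13% in these data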
Target sequence (P49862 whole entry, looked up): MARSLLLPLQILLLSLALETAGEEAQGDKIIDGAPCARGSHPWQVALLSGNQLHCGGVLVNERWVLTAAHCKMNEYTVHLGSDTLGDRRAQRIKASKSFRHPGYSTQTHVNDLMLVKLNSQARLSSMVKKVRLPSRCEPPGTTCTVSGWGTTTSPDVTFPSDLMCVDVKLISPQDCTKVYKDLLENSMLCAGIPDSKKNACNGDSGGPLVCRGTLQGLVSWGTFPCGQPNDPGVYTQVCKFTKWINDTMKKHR
FXN GAA850 act: frataxin GAA850 promoter activation; HEK293 lucGAA850 FXN promoter luciferase reporter, 24 h; percent of 10 µM SAHA response; activation, % at 6 µM; actives 0.56% (n = 360,000);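 active = activation above the average of all compounds screened plus 3 SD, cutoff fixed separately per campaign, cut at about 7.5% in these data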;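 also: 0% = DMSO wells and 100% = 10 µM SAHA wells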
ssDAF-12 act: activates DAF-12 receptor from parasite S. stercoralis. HEK293 ssDAF-12/GRIP1 lit1-tk-luc reporter, luminescence; % of 3 µM dafachronic acid response. activation, % at 6.8 µM. actives 1% (n = 370,000);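 active = activation above the mean over all tested compounds plus 3 SD, cut at about 0.9% in these data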;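 also: 0% = DMSO-only wells and 100% = 3 µM delta7-dafachronic acid wells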
DAX1 inh-2: NR0B1 (DAX1) inhibition; HEK293 Gal4-DAX1 luciferase reporter, luminescence; inhibition, % at 6.75 µM; actives 0.99% (n = 340,000); AID 504766;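 active = inhibition above the mean over all tested compounds plus 3 SD, cut at about 4.2% in these data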;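 also: 0% = DAX1-transfected cells with DMSO and 100% = empty-vector control cells with DMSO; inhibition shows as a rise in luminescence from relieved DAX1 repression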
Target sequence (P51843 207-470 limits assumed): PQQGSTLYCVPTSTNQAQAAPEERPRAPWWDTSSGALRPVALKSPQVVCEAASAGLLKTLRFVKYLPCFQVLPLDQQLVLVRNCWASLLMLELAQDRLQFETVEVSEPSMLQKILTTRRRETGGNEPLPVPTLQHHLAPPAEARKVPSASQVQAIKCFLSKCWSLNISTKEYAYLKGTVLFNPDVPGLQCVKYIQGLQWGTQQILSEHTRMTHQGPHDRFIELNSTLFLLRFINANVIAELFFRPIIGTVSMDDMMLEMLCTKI
An asterisk follows results filed as active; nt = no result given.

SMILES	hcDAF12 agonist	SMARCA2 act	DAX1 inh-1	GC-B act	GC-A act	HGIII-sPLA2 inh	hgDAF-12 ag	proKLK7 act	FXN GAA850 act	ssDAF-12 act	DAX1 inh-2
O=C(O)CCC(=O)N(Cc1cccnc1)Cc1cccc(F)c1	-2.0	-4	0.3	3	2	10	7.6	-0.3	1.1	-1.0	0.1
CCn1c(-c2ccc(C)cc2)n[nH]c1=S	-2.8	0	0.3	9	0	6	-2.2	-0.4	-1.0	-1.4	0.1
CCOc1ccc(Cl)cc1-c1cc(C(=O)Nc2ccc(C(C)C)cc2)[nH]n1	-0.5	-4	-0.4	-1	5	17	0.4	0.1	0.3	-1.7	nt
Cc1ccc(S(=O)(=O)N(C)C[C@@H]2Oc3c(NS(C)(=O)=O)cccc3C(=O)N([C@H](C)CO)C[C@@H]2C)cc1	-0.2	6	-0.8	2	5	4	3.9	0.4	1.2	-1.3	-1.3
COC(=O)[C@@]1(Cc2ccc(F)cc2)[C@H]2c3cc(C(=O)N(C)C)n(CCSCCO)c3C[C@H]2CN1C(=O)c1ccccc1	-0.9	-1	0.2	6	0	-14	0.6	1.0	nt	-1.1	nt
Cc1cc(C(=O)N/N=C/c2c(C)[nH]n(-c3ccccc3)c2=O)n[nH]1	1.1	2	0.1	2	0	-2	1.0	0.5	-1.0	-0.2	-0.6
CCN(CC)S(=O)(=O)c1ccc(N2CCOCC2)c(NC(=O)c2ccccc2F)c1	0.3	0	0.0	2	1	-1	-0.7	-0.2	2.0	-1.5	-0.9
CN(Cc1ccccc1)C(=O)[C@@H]1CCCN1C(=O)OC(C)(C)C	-1.2	-3	-0.2	-1	1	18	-0.3	0.3	nt	-1.2	nt
CC1CCCN(C(=O)CCNC(=O)c2ccccc2Cl)C1 (stereo not given)	-1.8	-1	0.1	-2	1	3	0.3	-0.3	1.5	-1.1	0.7
CCc1cc(Br)ccc1N1C(=O)C2CC=CCC2C1=O (stereo not given)	-1.7	-2	0.2	0	3	1	-2.7	0.0	1.3	-1.1	-1.4
O=C(O)c1cccc(N2C(=S)N=C(Nc3ccccc3)C23CCCCC3)c1	-0.6	3	-0.1	-8	2	-3	1.5	0.3	1.4	-1.6	-1.2
O=C(O)c1ccc(COc2ccc([N+](=O)[O-])cc2Cl)cc1	0.5	0	0.9	-4	7	6	5.1	0.6	4.2	-0.9	1.5
CC1(C(=O)Nc2ccc3c(c2)OCCO3)CCN1Cc1ccc2ccccc2c1 (stereo not given)	-2.8	-5	-1.5	3	-4	-8	-3.8	0.8	-1.9	-1.6	nt
Cc1oc2nc(SCCCC(=O)NCCCO)nc(N)c2c1C	0.3	-2	0.2	-3	1	3	1.4	0.4	0.4	-1.1	-1.5
COc1ccccc1/C=C/C=N/Nc1cccc(C(=O)O)c1	4.2	4	2.6	-2	54*	-17	15*	-3.8	4.1	1.6*	-1.4
COc1ccc(-c2cc3c(c4c2ccn4C)C2CCC3C2)cc1OC (stereo not given)	-0.7	0	-3.1	1	5	2	0.1	-0.6	nt	-1.1	nt
Cc1ccc2c(c1)C(c1ccccc1)N(C(=O)c1ccc(F)cc1)CC(=O)N2 (stereo not given)	-1.8	-4	0.2	-11	-13	4	-1.6	-0.2	1.4	-1.1	-0.7
CCCC(NC(=O)CNC(=O)C(C)(C)C)C(=O)O (stereo not given)	-1.6	-2	0.2	5	3	0	0.2	-0.1	-0.9	-0.5	0.9
C#CCN1C[C@@]2(O)CC[C@@H](O)[C@@H](OC)[C@@H]2[C@@]1(C)[C@H](O)CC=C(C)C	-1.4	-1	-0.6	1	1	-4	-2.0	-0.2	nt	-1.5	nt
CCN(CC)C(=O)c1oc(=O)c2ccccc2c1-c1ccc(C)cc1	-2.6	-7	-1.4	-19	-7	8	0.2	-0.3	nt	-1.4	nt
COC(=O)Cc1c(C)nc2nc(-c3ccc(OC)cc3)[nH]n2c1=O	-0.3	-1	-0.3	3	4	-1	-1.2	-0.5	-0.5	-0.7	1.1
Clc1ccc(Cl)c(OCCCCN2CCCCC2)c1	-1.3	-2	-0.1	1	-2	-2	-0.5	-0.6	1.1	-1.0	0.9
CC(C)=CC(=O)OCC(=O)Nc1ccc(F)cc1Cl	-1.9	-1	0.4	-17	-11	-2	2.6	0.1	-0.9	-1.1	-1.0
COCCn1c(SCC(=O)Nc2sccc2C(N)=O)nnc1-c1ccncc1	-1.2	1	0.0	2	-5	0	-0.3	-0.4	1.0	-0.9	-0.1
Cc1ccc(/C=C2\SC(=S)N(CCCC(=O)Nc3nccs3)C2=O)cc1	-3.9	-7	-1.0	-6	-4	10	-4.5	-0.5	-2.1	-1.6	0.1
O=C(O)C1CCN(c2ccc([N+](=O)[O-])cc2[N+](=O)[O-])CC1	-0.1	1	-0.2	2	0	2	-0.4	-0.2	-0.7	1.8*	0.8
C=CCNC(=S)N/N=C/c1ccc(C)c([N+](=O)[O-])c1	-2.7	0	-0.9	10	9	11	0.1	1.4	2.2	-1.4	-0.8
CNC(C)C(=O)NC(C(=O)N1CCCC1C(=O)Nc1ccc2[nH]ccc2c1)C(C)C (stereo not given)	-1.8	-4	-0.5	2	2	9	-3.4	0.0	-1.9	-1.4	nt
O=C(CN=C1NS(=O)(=O)c2ccccc21)OCC(=O)c1cc(F)ccc1F	-1.6	3	0.0	2	4	2	3.5	0.7	-0.6	-1.2	2.8
CC1=CCC2C(=O)N(c3ccc(S(N)(=O)=O)cc3)C(=O)C2C1 (stereo not given)	-0.6	-1	-0.4	1	1	-2	9.9	0.3	-1.2	-1.1	-0.6
O=C(CN1CCN(Cc2cccc(Cl)c2)C1=O)NCc1ccccn1	-0.6	-4	1.0	1	5	10	-2.6	0.0	1.2	-0.6	-1.1
CC1C(=O)NN=C1C(=O)N/N=C\c1ccc(O)cc1O (stereo not given)	1.6	2	0.1	-4	0	-6	1.3	-1.7	-0.5	0.7	1.6
O=C(Nc1ccccc1)Nc1ccc2c(c1)CCC2	4.7	3	10*	6	5	-11	16*	0.5	6.7	0.8	1.7
CCn1c(C(O)c2cc(OC)ccc2OC)nc2ccccc21 (stereo not given)	-0.3	-4	-0.2	-1	-8	-5	0.1	0.8	0.8	-1.5	-0.3
COc1ccc(C(=O)NCC(=O)OCC(=O)NC2CCCC2)cc1	1.2	1	-0.1	1	3	12	-2.9	0.2	-0.6	-0.5	-0.4
CN(c1ccc(OCC(=O)Nc2ccc(S(N)(=O)=O)cc2)cc1)S(=O)(=O)c1ccc(F)cc1	-0.6	-5	-2.0	2	-1	-8	-1.8	0.2	1.2	-2.0	-0.5
CC(Cl)C(=O)c1c[nH]c2ccccc12 (stereo not given)	3.1	-1	0.0	-5	2	-4	0.3	0.2	2.2	-0.5	0.7
O=[N+]([O-])c1ccccc1S(=O)(=O)N1CCN(c2ccccc2)CC1	-1.9	1	-0.8	8	-1	1	-3.1	0.6	-0.1	-1.1	-0.4
O=C(Cn1[nH]c(=O)c2ccccc2c1=O)Nc1ccc2c(c1)CCC2	0.7	-3	0.7	-1	-1	-11	-0.2	0.4	0.0	-1.1	-0.2
CCOc1cc(C(c2c(C)[nH][nH]c2=O)c2c(C)[nH][nH]c2=O)cc(Br)c1OC	-1.6	-3	-0.8	5	5	-33	-0.7	-0.1	3.0	-1.0	-1.3

Record cards, as listed above. Order of screens: hcDAF12 agonist, SMARCA2 act, DAX1 inh-1, GC-B act, GC-A act, HGIII-sPLA2 inh, hgDAF-12 ag, proKLK7 act, FXN GAA850 act, ssDAF-12 act, DAX1 inh-2
O=C(O)c1cccc(N2C(=S)N=C(Nc3ccccc3)C23CCCCC3)c1 across the screens: -0.6, 3, -0.1, -8, 2, -3, 1.5, 0.3, 1.4, -1.6, -1.2
CC1=CCC2C(=O)N(c3ccc(S(N)(=O)=O)cc3)C(=O)C2C1 (stereo not given) across the screens: -0.6, -1, -0.4, 1, 1, -2, 9.9, 0.3, -1.2, -1.1, -0.6
O=C(O)c1ccc(COc2ccc([N+](=O)[O-])cc2Cl)cc1 across the screens: 0.5, 0, 0.9, -4, 7, 6, 5.1, 0.6, 4.2, -0.9, 1.5
Cc1ccc2c(c1)C(c1ccccc1)N(C(=O)c1ccc(F)cc1)CC(=O)N2 (stereo not given) across the screens: -1.8, -4, 0.2, -11, -13, 4, -1.6, -0.2, 1.4, -1.1, -0.7
CN(Cc1ccccc1)C(=O)[C@@H]1CCCN1C(=O)OC(C)(C)C across the screens: -1.2, -3, -0.2, -1, 1, 18, -0.3, 0.3, nt, -1.2, nt
